Rab7 wt GTP bind – dog Rab7 wildtype GTP binding, inhibitors and activators; 190,000 tested, 0.055% active; GST-Rab7 beads, fluorescent GTP binding, flow cytometry; actives lie on both sides; untreated = 100%, excess cold GTP = 0%; GTP binding activity (percent of control), % at 10 µM;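 active = fluorescent GTP binding to Rab7 beads changed by at least 20 points from the 100% baseline, either direction, mostly lower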;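 also: median green fluorescence of bound Bodipy-FL-GTP per Rab7 bead population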
HRas wt GTP bind – human HRas wildtype GTP binding, change in either direction | GTP binding activity, % at 10 µM | P01112 | 190,000 tested, 0.14% active | GST-Ras wt beads, Bodipy-FL-GTP binding, flow cytometry; actives lie on both sides | AID 759;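 active = GTP binding activity at least 20% away from the 100% baseline, either lowered as inhibitor or raised as activator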;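 also: 0% = unlabeled GTP competition control and 100% = no-compound control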
Rab2A wt mod – changes GTP binding to wildtype dog Rab2A, up or down. P61105. GST-Rab2 wt beads, Bodipy-GTP binding, flow cytometry. GTP binding activity, % at 10 µM. 190,000 tested, 0.19% active. AID 760;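 active = GTP binding activity at least 20 points away from 100%, either lowered or raised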;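 also: 0% = beads with excess unlabeled GTP and 100% = no-compound control corrected for plate trend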
GSH bead fluor – compound fluoresces at 488/530 nm on GSH beads | AID 1776 | 190,000 tested, 0.25% active | fluorescence (KMESF) at 10 µM | GSH beads flow cytometry, compound fluorescence 488/530 nm; stronger effect = higher value; in the data active = fluorescence above about 89;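 also: glutathione beads carrying GST-tagged Bcl family fusion proteins plus one bare bead set; values are compound well signal with DMSO vehicle wells as background; inactives centre near 16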
Rac1 act GTP bind – alters GTP binding to activated mutant human Rac1 | P63000 | GST-Rac1 activated beads, fluorescent GTP binding, flow cytometry; actives lie on both sides; 100% means binding = to untreated wells | percent activity (GTP binding), % at 10 µM | 190,000 tested, 0.11% active;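 active = GTP binding at least 20 percentage points away from the 100% baseline, in either direction, so actives lie on both sides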
ABCG2 block – blocks JC-1 efflux by human ABCG2 transporter; inhibition, % at 6.6 µM; IgMXP3 cells, flow cytometry; 190,000 tested, 0.1% active; Q9UNQ0;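 active = inhibition above 80%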;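 also: 0% = DMSO and 100% = nicardipine control wells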
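Test system: IgMXP3 (ABCG2) plus far-red-tagged CCRF-Adr (ABCB1) cells. Reagent: JC-1 dye as substrate. Timing: 10 min exposure at 25 °C with rotation, no wash. Measured by: flow cytometric JC-1 green MFI at 530 nm. Read-out: percent efflux inhibition, scaled nicardipine 100% to DMSO 0%. Control set: nicardipine and DMSO wells.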
Rac1 wt GTP bind – alters GTP binding to wildtype human Rac1; P63000; GST-Rac1 beads, fluorescent GTP binding, flow cytometry; actives lie on both sides; 0 = cold GTP competed, 100 = untreated; GTP binding activity (% of control), % at 10 µM; 190,000 tested, 0.27% active; AID 757;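 active = GTP binding activity at least 20 points away from the 100% control level, either lower or higher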
Cdc42 wt GTP – changes GTP binding to wildtype human Cdc42 | GST-Cdc42 beads, Bodipy-GTP binding, flow cytometry; actives lie on both sides | AID 761 | 190,000 tested, 0.2% active | percent activity (GTP binding), % at 10 µM;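 active = percent activity GTP binding at least 20 points away from the 100% baseline, either down as inhibitor or up as activator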;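 also: median bead fluorescence of bound Bodipy-FL-GTP at 100 nM; 0% = excess unlabeled GTP control and 100% = no compound control; below 100% means less GTP binding so inhibitor and above means activator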
Pf gametocyte – inhibitors of late stage P. falciparum gametocyte viability. inhibition, % at 10.9 µM. 150,000 tested, 0.065% active. AID 743093. P. falciparum stage V gametocytes, ATP luminescence, 24 h;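 active = inhibition above the mean plus 3 SD of compounds within the control limits, set per campaign, cut at about 38% in these data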;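 also: 0% = DMSO wells and 100% = medium only without gametocytes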
ABCB1 block – human ABCB1 inhibition, ABCG2 as counter-screen; 190,000 tested, 0.067% active; CCRF-Adr cells, JC-1 efflux, flow cytometry; inhibition, % at 6.6 µM; AID 1326; in the data active = inhibition above about 40%;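 also: 0% = vehicle and 100% = reference inhibitor; higher value means more JC-1 retained so stronger ABCB1 efflux block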
Target sequence (P08183 whole entry, looked up): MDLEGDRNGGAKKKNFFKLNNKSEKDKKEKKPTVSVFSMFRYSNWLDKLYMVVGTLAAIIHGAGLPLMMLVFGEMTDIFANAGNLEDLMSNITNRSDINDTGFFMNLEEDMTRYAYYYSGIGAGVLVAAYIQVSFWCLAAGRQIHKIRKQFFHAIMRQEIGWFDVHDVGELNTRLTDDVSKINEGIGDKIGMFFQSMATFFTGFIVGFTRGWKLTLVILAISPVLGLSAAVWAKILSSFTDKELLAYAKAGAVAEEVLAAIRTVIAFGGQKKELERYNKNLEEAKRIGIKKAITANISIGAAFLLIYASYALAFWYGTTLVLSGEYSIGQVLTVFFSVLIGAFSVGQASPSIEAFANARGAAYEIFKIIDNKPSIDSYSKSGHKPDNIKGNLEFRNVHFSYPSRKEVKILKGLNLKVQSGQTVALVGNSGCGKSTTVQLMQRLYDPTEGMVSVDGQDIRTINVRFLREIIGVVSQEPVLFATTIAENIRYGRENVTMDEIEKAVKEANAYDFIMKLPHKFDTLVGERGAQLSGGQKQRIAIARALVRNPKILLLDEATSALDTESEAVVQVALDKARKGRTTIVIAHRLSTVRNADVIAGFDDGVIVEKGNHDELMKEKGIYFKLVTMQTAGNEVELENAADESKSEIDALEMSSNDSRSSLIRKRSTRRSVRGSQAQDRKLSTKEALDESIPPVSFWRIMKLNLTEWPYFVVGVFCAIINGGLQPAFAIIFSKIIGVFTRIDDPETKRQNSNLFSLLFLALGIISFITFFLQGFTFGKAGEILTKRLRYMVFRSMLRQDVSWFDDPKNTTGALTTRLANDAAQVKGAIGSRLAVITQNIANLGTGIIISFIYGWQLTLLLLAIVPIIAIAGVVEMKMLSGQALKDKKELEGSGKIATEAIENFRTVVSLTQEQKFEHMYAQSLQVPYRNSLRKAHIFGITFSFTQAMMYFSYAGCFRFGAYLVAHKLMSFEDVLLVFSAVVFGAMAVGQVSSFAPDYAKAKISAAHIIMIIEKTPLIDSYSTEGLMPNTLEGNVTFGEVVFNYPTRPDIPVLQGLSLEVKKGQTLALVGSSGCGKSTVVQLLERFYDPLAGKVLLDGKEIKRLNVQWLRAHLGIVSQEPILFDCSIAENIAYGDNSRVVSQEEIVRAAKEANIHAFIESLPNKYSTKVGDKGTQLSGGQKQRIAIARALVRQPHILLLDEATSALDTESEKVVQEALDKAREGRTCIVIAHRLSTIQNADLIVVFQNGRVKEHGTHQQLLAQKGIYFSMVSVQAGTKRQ
Avidin fluor – avidin bead compound fluorescence profile. Avidin beads, compound fluorescence 488/530 nm, flow cytometry; stronger effect = higher value. fluorescence (KMESF) at 10 µM. 220,000 tested, 0.38% active; in the data active = fluorescence above about 47; also: inactives centre near 10
* marks the source's active call; other numbers are inactive results; x = not tested or not shown.

SMILES	Rab7 wt GTP bind	HRas wt GTP bind	Rab2A wt mod	GSH bead fluor	Rac1 act GTP bind	ABCG2 block	Rac1 wt GTP bind	Cdc42 wt GTP	Pf gametocyte	ABCB1 block	Avidin fluor
Cc1ccccc1CSCC(=O)NC(=O)NC(C)(C)C	97	100	96	40	96	1	98	100	x	0.3	12
O=c1c2c(-c3ccccc3)csc2nc2c3ccccc3c(NCCN3CCOCC3)nn12	70*	65*	65*	5	82	5	55*	69*	-5	-0.1	25
Cc1cc(NC(=O)CSc2nc3ccccc3[nH]2)no1	98	102	100	23	100	31	104	101	x	2.3	11
COc1ccccc1C(=O)O/N=C(\N)c1ccccc1Cl	95	100	101	9	101	-5	102	100	12	-0.2	14
O=C1C2C3CCC(C3)C2C(=O)N1Cc1ccccc1 (stereo not given)	97	101	104	9	103	2	103	101	0	x	10
O=[N+]([O-])c1ccc(O)c(-c2nn[nH]n2)c1	92	97	99	34	100	1	99	96	-11	0.0	6
O=C(CSc1nc2c(c(=O)n1-c1ccc(Cl)cc1)SCC2)Nc1ccc2c(c1)OCCO2	94	95	97	26	96	1	98	95	x	2.3	3
Cn1nnc(NC(=O)c2ccco2)n1	98	102	101	23	98	10	100	101	4	1.8	32
COc1ccccc1Nc1nc(N)nc(CSC(=S)N2CC(C)CC(C)C2)n1 (stereo not given)	102	100	97	9	100	1	100	96	23	0.3	3
Cn1c(Sc2ccccc2Cl)c(C=O)c2ccccc21	101	99	98	27	95	3	99	98	x	5.8	11
O=C(OC(C(=O)Nc1ccc(Cl)cc1C(F)(F)F)c1ccccc1)C1=COCCO1 (stereo not given)	101	100	99	12	97	7	101	100	-8	1.1	7
CCc1nnc(NC(=O)CSc2nnc(COc3ccccc3)n2Cc2ccccc2)s1	91	97	95	17	95	4	96	99	-2	1.3	14
CCCS(=O)(=O)NCc1cn2c(C)csc2n1	94	96	96	13	95	2	98	96	x	1.4	7
COC(=O)Nc1nn(-c2ccc(C)cc2)c(=O)c(C#N)c1C	106	103	104	9	97	10	105	108	2	0.1	12
N=c1c2c(ncn1CCN1CCOCC1)Oc1ccc3ccccc3c1C2c1ccccc1 (stereo not given)	97	102	103	11	106	12	106	104	10	3.2	20
O=C(CN(c1ccccc1)S(=O)(=O)c1ccccc1)N1CCN(Cc2ccc3c(c2)OCO3)CC1	98	95	96	29	92	1	95	98	x	0.5	9
CC1(C)CC(=O)C(C(c2ccco2)C2C(=O)CC(C)(C)CC2=O)C(=O)C1	96	101	99	50	97	-4	101	102	10	-0.5	25
CCn1c(SCc2cc(=O)[nH]c3ccccc23)nnc1C1CC1	104	101	99	11	101	12	102	98	23	2.3	5
COC(=O)c1ccc(NC(=O)CSc2nnc(CNc3ccc(OC)cc3)n2C)cc1	96	96	95	29	95	9	93	96	x	0.8	12
CC(=O)Nc1nc2c(s1)C(=O)NCCC2	95	97	97	28	97	0	102	99	x	0.5	12
CCOC(=O)C1C(=O)NCC2CCCC21 (stereo not given)	99	95	97	37	96	0	91	95	x	0.2	11
Oc1ccc2nc(Cc3ccccc3)[nH]c2c1	103	101	102	29	100	2	105	103	8	0.2	16
NC(=S)c1cc2cc(Br)ccc2oc1=O	111	99	102	13	95	22	99	98	-1	1.8	8
CC(C)OCCCNC(=O)C1CCC(CNS(=O)(=O)c2ccccc2)CC1 (stereo not given)	102	100	102	22	97	-6	102	101	2	-0.6	12
CCC1(CC)C(=O)N(C)C(=O)NC1=Nc1ccc(OC)cc1	99	102	100	27	101	0	104	104	0	0.0	4
O=C(O)c1cccc(S(=O)(=O)NCc2cccs2)c1	100	98	99	37	98	1	103	99	x	1.3	14
CCOc1ccc(OCc2ccc(C(=O)Nc3ccc(Cl)cn3)o2)cc1	103	100	98	14	96	7	99	98	9	0.8	11
Cc1ccc(/C=N/n2cnc3sc(-c4ccccc4)cc3c2=O)o1	103	100	102	22	99	3	98	100	x	0.8	12
Nn1c(SCC(=O)Nc2cc(S(=O)(=O)N3CCOCC3)ccc2Cl)nnc1-c1cccnc1	105	99	98	13	96	-2	101	98	-9	-0.3	12
CCOC(=O)C1CCN(Cc2cc(C(C)(C)C)c(O)c(C(C)(C)C)c2)CC1	106	96	97	12	95	-3	99	92	9	-0.6	23
Cc1ccccc1-n1c(-c2ccncc2)n[nH]c1=S	98	96	98	11	97	-6	97	96	x	-1.9	13
COC(=O)c1cc(=O)n(Cc2ccco2)c(=Nc2ccc(F)c(Cl)c2)s1	99	98	98	17	98	-1	99	101	x	-0.3	4
CCC(C)(C)n1nnnc1C(c1ccccc1F)N1CCC(C(N)=O)CC1 (stereo not given)	98	96	96	14	97	2	94	97	x	0.0	30
COC(=O)Nc1ccc(OC)c(OC)c1	96	100	100	25	97	4	106	103	x	0.5	13
Cc1nc([N+](=O)[O-])c(C(=O)OCc2ccccc2F)n1C	106	96	96	13	94	1	96	95	4	-0.1	11
O=C(N1CCOCC1)N1CCC(NC(=O)C23CC4CC(CC(C4)C2)C3)CC1	97	103	101	64	101	0	105	104	-11	-0.2	8
O=C(Nn1cnnc1)c1ccncc1	102	100	102	29	99	9	106	101	23	0.7	38
O=C(Nc1ccc2c(c1)CCC2)c1cnccn1	97	99	100	22	98	12	102	103	-19	1.1	2
Cc1nc([N+](=O)[O-])nn1C12CC3CC(CC(Cl)(C3)C1)C2	104	102	102	11	100	6	105	103	16	0.4	11
O=S(=O)(NC1CCCCC1N1CCOCC1)c1ccc(Cl)cc1 (stereo not given)	93	93	95	8	93	1	95	96	9	0.2	8
CC(=O)c1cc(-c2ccccc2)n(CCC(=O)NC2CCCCCC2)c1C	101	103	101	13	103	23	108	105	13	1.4	11
COc1ccccc1Oc1c(C)oc2c(CN3CCN(CCO)CC3)c(O)ccc2c1=O	100	99	98	16	98	x	101	100	x	x	6
C=CCON/C(CCC)=C1\C(=O)C(C(=O)OC)C(C)(C)CC1=NC (stereo not given)	97	97	97	25	94	6	100	96	-6	0.2	9
Cc1ccc(C)n1-c1ccc(-c2ccnc(N)n2)cc1	95	94	95	10	94	1	99	91	-20	-0.1	8
O=S(=O)(c1ccc2ccccc2c1)N1CCN(C(=S)Nc2ccc(F)cc2)CC1	101	100	99	9	101	0	107	99	5	1.0	5
COc1ccccc1NC(=O)CSc1nnnn1Cc1ccccc1	99	100	97	12	99	4	99	99	14	0.8	11
N#CC1=C(N)S[C@@H](C(=O)c2ccc(F)cc2)[C@@H]1c1cccs1	98	97	98	19	94	5	101	101	x	-0.2	5
Cc1cc(C(=O)NCc2ccccc2Br)no1	100	102	102	12	100	0	105	102	x	2.3	12
O=C(c1ccccc1)N1CCN(CC(O)COCC2CC=CCC2)CC1 (stereo not given)	94	96	96	46	98	-1	98	95	-25	0.0	1
COc1cccc(N(CC(=O)N/N=C(\C)c2cccs2)S(C)(=O)=O)c1	98	103	100	5	103	20	103	102	11	1.2	12
(cont.)
SMILES	Rab7 wt GTP bind	HRas wt GTP bind	Rab2A wt mod	GSH bead fluor	Rac1 act GTP bind	ABCG2 block	Rac1 wt GTP bind	Cdc42 wt GTP	Pf gametocyte	ABCB1 block	Avidin fluor
Cc1cc(C)n(CC(O)CN(c2ccccc2)S(=O)(=O)c2ccc3ccccc3c2)n1 (stereo not given)	98	103	102	5	101	16	108	103	x	15	-4
Cc1ccc(-n2c3c(c(O)c(-c4ccccc4)c2=O)C(=O)CC(C)(C)C3)cc1	99	99	100	9	96	2	103	100	x	0.4	3
Cc1ccc(S(=O)(=O)N(C)CCCC(=O)Nc2ccc(C)cc2C)cc1	99	100	101	15	100	12	103	104	x	0.9	14
CCOC(=O)N1CCN(CC(=O)Nc2cc3c(cc2C(C)=O)OCO3)CC1	94	97	97	13	99	1	102	98	x	0.4	6

Entries shown so far that have an aryl methoxy group, in the order listed:
SMILES	Rab7 wt GTP bind	HRas wt GTP bind	Rab2A wt mod	GSH bead fluor	Rac1 act GTP bind	ABCG2 block	Rac1 wt GTP bind	Cdc42 wt GTP	Pf gametocyte	ABCB1 block	Avidin fluor
COc1ccccc1C(=O)O/N=C(\N)c1ccccc1Cl	95	100	101	9	101	-5	102	100	12	-0.2	14
COc1ccccc1Nc1nc(N)nc(CSC(=S)N2CC(C)CC(C)C2)n1 (stereo not given)	102	100	97	9	100	1	100	96	23	0.3	3
COC(=O)c1ccc(NC(=O)CSc2nnc(CNc3ccc(OC)cc3)n2C)cc1	96	96	95	29	95	9	93	96	x	0.8	12
CCC1(CC)C(=O)N(C)C(=O)NC1=Nc1ccc(OC)cc1	99	102	100	27	101	0	104	104	0	0.0	4
COC(=O)Nc1ccc(OC)c(OC)c1	96	100	100	25	97	4	106	103	x	0.5	13
COc1ccccc1Oc1c(C)oc2c(CN3CCN(CCO)CC3)c(O)ccc2c1=O	100	99	98	16	98	x	101	100	x	x	6
COc1ccccc1NC(=O)CSc1nnnn1Cc1ccccc1	99	100	97	12	99	4	99	99	14	0.8	11
COc1cccc(N(CC(=O)N/N=C(\C)c2cccs2)S(C)(=O)=O)c1	98	103	100	5	103	20	103	102	11	1.2	12

Screens as filed in PubChem BioAssay.
